Source: PubChem BioAssay (several laboratories)
Neddylation inh: inhibitors of cullin neddylation, primary screen, biochemical, TR-FRET, uHTS, NAE and Ubc12 | NEDD8-conjugating enzyme Ubc12 (Homo sapiens) + NEDD8-activating enzyme E1 regulatory … | calls only at 25 µM | AID 651699, 2012 | 360,000 tested, 0.58% active; in the data active = inhibition above about 36%
SUMO1 PPI mod: modulators of SUMO1 protein-protein interactions, primary screen, biochemical, uHTS | SUMO1 binding to a labelled peptide, TR-FRET, 1 h | inhibition, % at 20 µM | 360,000 tested, 0.33% active; in the data active = inhibition above about 37%
Target sequence (P63165 whole entry, looked up): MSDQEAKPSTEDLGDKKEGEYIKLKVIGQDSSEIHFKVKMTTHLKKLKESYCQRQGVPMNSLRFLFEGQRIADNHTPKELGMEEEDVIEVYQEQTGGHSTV
DNMT1 inh: human DNMT1 methyltransferase inhibitors, primary screen, biochemical, molecular beacon, fluorescence, HinP1I cleavage, uHTS; DNA (cytosine-5)-methyltransferase 1 (Homo sapiens), P26358; inhibition (reported as % activation of signal), % at 10 µM; 360,000 tested, 0.83% active; in the data active = inhibition above about 50%
Rin1 Abl inh: inhibitors of Rin1-Abl protein binding, primary screen, biochemical, TR-FRET; AID 588664, 2011; inhibition, % at 7.35 µM; 360,000 tested, 0.4% active; Tyrosine-protein kinase ABL1 (Homo sapiens) + Ras and Rab interactor 1 (Homo sapiens), …; in the data active = inhibition above about 5%, passing the limit was not always enough
Scp1 inh: Scp-1 phosphatase inhibitors, primary screen, biochemical, colorimetric, uHTS; Recombinant Scp1, phosphopeptide, malachite green phosphate absorbance; inhibition, % at 20 µM; 340,000 tested, 0.88% active;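 active = inhibition above about 50% at 20 µM, limit read from the data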;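 note: plate controls were DMSO wells with enzyme for no effect and wells lacking enzyme for full effect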
Target sequence (Q9GZU7 76-261 limits assumed): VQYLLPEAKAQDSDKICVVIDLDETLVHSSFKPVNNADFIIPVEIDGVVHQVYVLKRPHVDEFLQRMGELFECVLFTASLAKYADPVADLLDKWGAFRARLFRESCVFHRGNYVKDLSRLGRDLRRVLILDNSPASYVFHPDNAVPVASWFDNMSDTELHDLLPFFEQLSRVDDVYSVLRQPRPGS
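assay system = SCP-1 phosphatase catalytic domain, residues 76-261 | buffer or medium = 50 mM Tris acetate pH 5.5, 0.005% Tween-20, 10 mM MgCl2 | incubation = enzyme reaction 45 min at room temperature, colour 5 min, stabilisation 30 min | signal = Phosphate-binding colour reagent, absorbance read at 630 nm | measure = % inhibition at 20 µM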
LMPTP block: LMPTP phosphatase inhibitors, primary screen, biochemical, fluorescence intensity, uHTS. recombinant LMPTP-A, OMFP fluorogenic substrate. inhibition, % at 20 µM. 360,000 tested, 0.22% active. AID 651560, 2012;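 active = compounds that cut the enzyme signal by at least half of the control window in the single-dose screen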;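 note: plate controls were DMSO wells with enzyme plus substrate for no effect and substrate without enzyme for full effect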
Target sequence (P24666 whole entry, looked up): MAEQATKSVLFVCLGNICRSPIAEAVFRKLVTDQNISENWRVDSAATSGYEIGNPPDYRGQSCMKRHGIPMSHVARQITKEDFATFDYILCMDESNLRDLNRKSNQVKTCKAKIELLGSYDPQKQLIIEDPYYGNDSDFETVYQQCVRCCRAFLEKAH
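material = LMPTP-A | quantity = 0.625 nM enzyme | reagent = OMFP substrate, 400 µM final | buffer or medium = Bis-Tris pH 6.0, DTT, detergent | detection = endpoint fluorescence intensity from OMFP dephosphorylation | dosing = single 20 µM dose | read-out basis = % inhibition relative to no-enzyme and uninhibited control wells | control set = no-enzyme and uninhibited controls | timing = 50 min at room temperature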
CSN inh: inhibitors of CSN-mediated cullin deneddylation, primary screen, biochemical, fluorescence polarization, uHTS; Purified CSN, SCF-Nedd8-OG deneddylation; inhibition, % at 12.5 µM; 360,000 tested, 0.38% active; AID 651999, 2013;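 active = pattern-corrected inhibition above about 35%, with an unprinted fluorescence ratio check between 0.5 and 1.5, limit read from the data, passing the limit was not always enough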;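 note: 0% = enzyme with substrate and 100% = substrate without enzyme; some results filed as inactive read as strong as hits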
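Material: human Csn5 produced in HEK293T cells; Input: enzyme 0.24 nM; Reagent: SCFSkp2-Nedd8OG substrate at 10 nM final; Dosing: 12.5 µM compound; Incubation: 90 min reaction at room temperature; Detection: fluorescence polarization of the substrate; Evaluation: % inhibition of substrate cleavage by Csn5; Control set: substrate-only high control, full reaction low control.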
NadD block: inhibitors of S. aureus NadD, primary screen, biochemical, colorimetric, uHTS | Nicotinate-nucleotide adenylyltransferase NadD (Staphylococcus aureus N315) | purified NadD enzyme, colorimetric absorbance read-out | inhibition, % at 20 µM | 360,000 tested, 0.78% active | AID 602399, 2012; in the data active = inhibition above about 26%; note: some compounds past the cut are filed as inactive
Rpn11 inh: Rpn11 (PSMD14) deubiquitinase inhibitors, primary screen, biochemical, fluorescence polarization, uHTS; human 26S proteasome, Ub4-pepOG fluorescence polarization; 20S core pre-blocked with epoxomicin; calls only at 20 µM; 360,000 tested, 0.59% active; AID 588493, 2011;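 active = inhibition at 20 µM, scaled to each plate's controls, above about 33%, limit read from the data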
STEP inh: STEP phosphatase inhibitors, primary screen, biochemical, fluorescence intensity, uHTS | Tyrosine-protein phosphatase non-receptor type 5 (Homo sapiens), P54829 | recombinant STEP, OMFP fluorogenic substrate | inhibition, % at 20 µM | 360,000 tested, 0.25% active | AID 588621, 2011;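 active = inhibition at 20 µM, scaled per plate between control wells, above about 37%, limit read from the data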;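 note: 0% = DMSO with enzyme and substrate and 100% = substrate only without enzyme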
Target sequence (P54829 whole entry, looked up): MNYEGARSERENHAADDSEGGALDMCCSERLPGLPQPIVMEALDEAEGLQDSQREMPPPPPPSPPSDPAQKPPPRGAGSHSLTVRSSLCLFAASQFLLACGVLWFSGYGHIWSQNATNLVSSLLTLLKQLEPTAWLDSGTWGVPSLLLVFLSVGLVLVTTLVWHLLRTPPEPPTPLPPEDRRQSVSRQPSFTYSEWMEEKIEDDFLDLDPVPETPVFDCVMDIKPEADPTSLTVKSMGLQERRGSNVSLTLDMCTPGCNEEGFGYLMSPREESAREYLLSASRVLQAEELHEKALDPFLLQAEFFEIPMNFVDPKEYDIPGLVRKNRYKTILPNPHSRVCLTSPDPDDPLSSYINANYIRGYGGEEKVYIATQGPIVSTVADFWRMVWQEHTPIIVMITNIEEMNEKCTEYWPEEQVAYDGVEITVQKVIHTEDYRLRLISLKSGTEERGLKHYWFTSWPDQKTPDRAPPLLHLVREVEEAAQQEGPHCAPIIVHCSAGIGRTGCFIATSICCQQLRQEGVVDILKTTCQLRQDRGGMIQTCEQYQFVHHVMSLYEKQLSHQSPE
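Material: STEP (striatal-enriched tyrosine phosphatase) enzyme, cell-free | Medium: 50 mM Bis-Tris pH 6.0 with 2.5 mM DTT and 0.005% Tween 20 | Read-out: Percent inhibition scaled to no-enzyme and uninhibited-enzyme controls, plate-pattern corrected | Signal: Fluorescence read at 480 nm ex / 540 nm em | Times: 20 min reaction, room temperature, in the dark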
An asterisk follows results filed as active; i = inactive; . = not tested or not shown. Random draw from the library; overall some 3.8% were active at least once.

SMILES	Neddylation inh	SUMO1 PPI mod	DNMT1 inh	Rin1 Abl inh	Scp1 inh	LMPTP block	CSN inh	NadD block	Rpn11 inh	STEP inh
O=C1CN(CCN2CC(=O)N(Cc3ccccc3)C(=O)C2)CC(=O)N1Cc1ccccc1	i	-2	6	-5	.	-0.5	3	-3	i	-2
O=S(=O)(c1ccc2nnn(O)c2c1)N1CCCCC1	i	-3	1	1	-3	-2.5	-3	-4	i	5
C/C(=N\Nc1cc(N2CCOCC2)ncn1)c1ccccc1	i	1	8	-1	-10	0.6	4	-2	i	0
CC(C)(C)CC(=O)N[C@@H](Cc1ccccc1)c1nc2ccccc2[nH]1	i	4	-5	0	-6	-1.2	-2	-9	i	0
O=C(NC1CCCCC1)C(c1ccc(F)cc1)N(C(=O)Cc1ccsc1)c1ccc(F)cc1 (stereo not given)	i	7	37	2	-6	-0.8	-4	3	i	-2
COc1cc(Cn2c3ccc(NC(=O)NCCc4ccccc4)cc3c(=O)n2C)ccc1F	.	-2	-5	2	.	1.0	4	4	i	2
Cc1ccccc1C1(O)c2ccccc2-c2ccccc21	i	-1	-3	-1	.	0.9	-1	-1	i	0
CC(C)CC(C(=O)O)N1C(=O)[C@@H]2[C@H](C1=O)[C@@H]1C[C@H]2C(Br)C1Br (stereo not given in full)	i	0	6	-2	-5	-0.9	6	-8	i	-1
Cc1c(C(=O)N/N=C/c2cccnc2)nnn1-c1nonc1N	i	-18	0	1	-7	-1.9	0	-1	i	-2
CC(C)C(=O)c1cn(CC(=O)NCC2CCCO2)c2ccccc12 (stereo not given)	i	-2	3	1	2	-1.1	2	-1	i	4
Cc1cccc(N2CC(C(=O)Nc3nc4ccc(S(C)(=O)=O)cc4s3)CC2=O)c1C (stereo not given)	i	3	-1	4	-2	-1.7	6	-1	i	-1
CC(OC(=O)Cc1cccc(C(F)(F)F)c1)C(=O)Nc1ccc(Cl)cn1 (stereo not given)	i	4	-1	1	-7	1.1	-1	-10	i	1
COc1ccc(S(=O)(=O)N(CC(C)C)CC(C)C)c2cccnc12	i	-3	4	0	-7	1.4	9	2	i	-2
COc1ccc(C(C)=O)cc1CSc1nnc(Nc2ccc(C)cc2)s1	i	10	-16	-1	-8	1.5	0	-7	i	4
COc1ccc(C(=O)COC(=O)CNC(=O)C2CCCCC2)c(OC)c1	i	1	1	1	3	0.4	-3	-1	i	0
Cc1cccc(NC(=S)N/N=C/c2c[nH]c3ccccc23)c1	i	-6	-21	-4	2	2.5	-16	4	i	-2
O=C(OCC(=O)N1CCCC1)c1ccccc1OCc1ccccc1	i	2	1	-2	-5	3.6	3	-1	i	0
CC1(C)CC(=O)C2=C(C1)NC(SCC(=O)Nc1ccccc1)=C(C#N)C2c1ccco1 (stereo not given)	i	-10	-8	1	9	0.2	5	5	i	2
CCN(CC)S(=O)(=O)c1cccc(C(=O)NC2=NCCS2)c1	i	10	1	0	0	-0.6	-1	1	i	-3
N#C/C(=C\C1CC=CCC1)c1nc2ccccc2[nH]1 (stereo not given)	i	0	-3	-1	7	3.0	2	-2	i	1
CCC(=O)n1nc(-c2cccnc2)nc1NCc1cccs1	i	-5	1	-1	-3	-1.3	-2	3	i	-7
Cc1cccc(N2C(=O)C(Cl)=C(Nc3c(C)n(C)n(-c4ccccc4)c3=O)C2=O)c1C	i	-6	1	3	-5	-0.9	5	4	i	-2
CC(C)(C)NC(=O)C(c1ccnc2ccccc12)n1c(=O)c(-c2cc3ccccc3[nH]2)nc2ccccc21 (stereo not given)	.	-7	.	.	.	6.3	8	.	.	.
NC(Cc1ccc(Cl)cc1)c1csc(Nc2cc(Oc3ccccc3)ncn2)n1 (stereo not given)	i	-82	-8	2	.	1.1	8	12	i	1
C(=N\Nc1nnnn1-c1ccccc1)/c1ccncc1	i	-10	-17	-4	-5	-1.4	-2	1	i	0

Reprinted from the part before: 2 entries, followed by the next part.
SMILES	Neddylation inh	SUMO1 PPI mod	DNMT1 inh	Rin1 Abl inh	Scp1 inh	LMPTP block	CSN inh	NadD block	Rpn11 inh	STEP inh
NC(Cc1ccc(Cl)cc1)c1csc(Nc2cc(Oc3ccccc3)ncn2)n1 (stereo not given)	i	-82	-8	2	.	1.1	8	12	i	1
C(=N\Nc1nnnn1-c1ccccc1)/c1ccncc1	i	-10	-17	-4	-5	-1.4	-2	1	i	0
CCOc1ccc(C2=CS/C(=C(\C#N)c3nnc4n3CCCCC4)N2CC)cc1	i	-6	1	-4	1	0.0	1	0	i	3
CCC(CO)Oc1cc(NC(=O)c2ccccc2Cl)c2ncn(C(C)C)c2c1 (stereo not given)	i	-2	-9	2	-2	-1.4	-3	-2	i	0
Cc1ccc(CN(C(=O)c2sc3ccccc3c2Cl)C2CCS(=O)(=O)C2)cc1 (stereo not given)	i	0	-11	1	-11	2.3	-1	-6	i	-2
O=C(CSc1nccc(=O)[nH]1)Nc1cc(C(F)(F)F)ccc1N1CCOCC1	i	9	0	3	9	-1.5	-1	-4	i	-1
CC(C)(C)OC(=O)NCCCC[C@@H](C(=O)N1CCN(C(=O)OC(C)(C)C)CC1)n1cc(C(CO)NC(=O)OC(C)(C)C)nn1 (stereo not given in full)	i	4	7	1	-2	-1.2	-2	-5	i	-2
Cc1cc(=O)c2ccc(C(F)(F)F)cc2[nH]1	i	-5	2	2	-4	-0.7	0	1	i	1
Cc1cc(C(=O)N2CCCC(Nc3ccc(F)cc3)C2)c(C)o1 (stereo not given)	i	5	-1	3	1	-1.5	-2	-3	i	-3
COc1ccc(N2CCN(C(=O)CCN3C(=S)NC(C)(C)CC3C)CC2)cc1 (stereo not given)	i	0	-2	0	2	-0.1	0	2	i	-3
Cc1ccc(C)c(S(=O)(=O)N2CCN(C(=O)c3cccn3C)CC2)c1	i	4	1	-1	2	0.6	1	-5	i	1
COc1cc(OC)cc(-c2c(-c3cccs3)c3cc(-c4ccc(OC)c(F)c4)ccc3n2C)c1	i	-5	-2	0	-14	2.8	5	8	i	-3
COc1ccc(-c2nc(-c3cccnc3)no2)cc1	i	5	-1	0	-5	-0.8	-2	5	i	-2
CC[n+]1cc(C)ccc1/C=C/c1ccc(N(C)C)cc1	i	-75	-3	-34	5	6.6	35*	12	.	2
CCOc1cc(CNn2cn[nH]c2=S)cc(Cl)c1OCc1ccccc1F	i	0	2	1	1	-40	-6	11	i	-3
Cc1ccc(C)c(NC(=O)COC(=O)Cn2c(C)csc2=O)c1	i	-2	2	-1	2	-0.4	0	-3	i	-1
C=CCN(Cc1ccc(Cl)s1)C(=O)c1cc(S(=O)(=O)N2CCOCC2)ccc1F	i	-5	-1	-1	-3	0.5	5	5	i	-1
CCOC(=O)c1cc(C)n(-c2c(C)n(C)n(-c3ccccc3)c2=O)c1C	i	0	1	-3	-5	-1.4	6	2	i	-8
Brc1ccc(-c2nnc(-c3ccccc3Br)o2)cc1	i	-4	-2	-3	-11	1.8	6	5	i	2
Cc1ccc(C(=O)Nc2cccc(C(=O)O)c2)cc1S(=O)(=O)N1CCOCC1	i	2	-2	-2	-4	-1.1	1	-7	i	-1
COc1cc(/C=C/C(=O)O)cc(S(=O)(=O)NC2CCCC2)c1OC	i	-2	-5	1	1	-0.7	2	-5	i	-2
Cc1ccc(NC(=O)c2ccc(CSc3ccccn3)cc2)cc1	i	-1	-1	-5	5	0.4	3	4	i	3
C/C(=N\NC(=O)c1ccc(CN2CCc3ccccc3C2)cc1)c1ccccc1O	i	3	-12	2	-10	0.9	1	7	i	-1
Cc1oc(CC(C)C)cc1C(=O)Nc1cccc2ccccc12	i	-4	-4	0	-8	1.5	0	3	i	3
O=C(CNC(=O)c1ccccc1F)N/N=C/c1cc(Br)ccc1OCc1ccccc1	i	1	-2	-2	11	5.5	4	8	i	0
O=C(CCCCn1c(=O)c2ccccc2n(Cc2ccccc2F)c1=O)NC1CCN(Cc2ccccc2)CC1	i	-1	-3	2	-10	0.0	-1	-1	i	2
O=C1NC[C@H](CCCCN2C[C@H](Cc3ccc(O)cc3)N(CC3CCCCC3)C(=O)C2=O)N(CCc2ccc(O)cc2)C1=O	i	2	.	.	.	0.2	-4	14	.	.

Other compounds:
SMILES	Neddylation inh	SUMO1 PPI mod	DNMT1 inh	Rin1 Abl inh	Scp1 inh	LMPTP block	CSN inh	NadD block	Rpn11 inh	STEP inh
Cc1cccc(NC(=O)CSc2nnc(-c3ccco3)o2)c1	i	-4	0	1	-1	-1.8	-2	-3	i	-9
COc1ccc(C(=O)NNC(=O)CSc2nnc(-c3cccnc3)n2C)cc1	i	0	-1	4	3	0.7	3	3	i	1
O=C(CC1C(=O)NCCN1CC1CCCCC1)NCc1cccc(F)c1F (stereo not given)	i	1	7	1	-5	0.2	2	7	i	1
CCC(=O)N1CCN(CCN=CC2=C(O)CC(C)(C)CC2=O)CC1	i	1	-2	0	-13	-5.3	-5	-2	i	-2
CCN(CC(=O)NC1CCS(=O)(=O)C1)C(=O)c1cc(OC)c(OC)c(OC)c1 (stereo not given)	i	0	1	3	-5	-1.2	-3	-1	i	-2
CC(=O)Nc1ccc2oc(C)nc2c1	i	1	-2	2	-11	-0.8	-7	-7	i	2
COc1ccc(/C=C(/NC(=O)c2ccco2)C(=O)N2CCCCCC2)cc1OC	i	-7	-1	0	-2	-0.7	0	2	i	5
CCOC(=O)c1cnc2c(OC)cccc2c1Nc1ccc2c(c1)OCCO2	i	-7	-6	-3	29	0.0	3	2	i	1
COc1cc(CN(C(=S)NCC(=O)O)C2CCCC2)cc(OC)c1OC	i	9	-2	1	-4	-0.2	0	-3	i	6
O=C1CC(N2CCN(c3ccccn3)CC2)C(=O)N1c1ccc(Cl)cc1 (stereo not given)	i	-2	1	0	-3	0.2	-10	6	i	2
Cc1c2n(c3ccccc13)CCC2=O	.	-16	0	0	-8	-1.4	-2	-4	i	2
COc1ccccc1CNC(=O)COC(=O)c1ccc(C(=O)c2ccccc2)cc1	i	-3	-1	0	-5	0.0	-2	-8	i	2
